Screening data: PubChem, National Center for Advancing Translational Sciences (NCATS)
BRCA1 expr up: qHTS Assay to Identify Small Molecule Activators of BRCA1 Expression | AID 624202, 2012 | 1.1% of 380,000 active | MCF7-BRCA1-FFLuc reporter, luminescence, 48 h; response scale: scaled: vehicle 0%, 10 µM genistein 100% | Potency, µM (top dose mostly 46.1 µM), for the others: at the highest dose activation, hits mostly activators; also: nearly all actives have a fitted effect of over 80% in size; some results filed as inactive show a strong effect at the top dose
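Reporter cells (MCF7, BRCA1 promoter-firefly luciferase) received library compounds across a concentration series for 48 h. End-point luminescence was measured and concentration-effect curves derived after normalization.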
VP16 counter: VP16 counterscreen qHTS for inhibitors of ROR gamma transcriptional activity; Drosophila S2 Gal4-VP16 UAS-luciferase, luminescence, 20 h; Potency, µM (titrated, usually from 53.6 µM), for the others: at the highest dose activity, negative = inhibition, most hits filed as inhibitors; 3.5% of 310,000 active; AID 2546, 2010;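 also: Gal4-VP16 expression switched on by copper sulfate through the metallothionein promoter; % is scaled to controls: 0 for no effect and ±100 for the full control effect; nearly all actives have a fitted effect of over 50% in size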
NPC1 prom act: qHTS Assay for NPC1 Promoter Activators; 2.4% of 320,000 active; Potency, µM (titrated, usually from 9.22 µM), without a hit: top-dose activation, hits mostly activators; AID 485313, 2010; Huh7 NPC1 promoter luciferase reporter, 24 h;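 also: % of control where 0% means no effect; nearly all actives have a fitted effect of over 60% in size; reporter is driven by a mutant NPC1 promoter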
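Huh7 cells stably carrying NPC1 promoter–luciferase, plated in Opti-MEM with 10% FBS for 2 h, were exposed to compound in DMSO for 24 h at 37 °C; luciferase reagent was added for 10 min and luminescence read.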
RORgamma inh: qHTS for inhibitors of ROR gamma transcriptional activity | 5.4% of 310,000 active | Potency, µM (top dose mostly 53.6 µM), inactives show top-dose activity change, negative = inhibition, usual class: inhibitors | Nuclear receptor ROR-gamma (Mus musculus), P51450 | Drosophila S2 Gal4-RORgamma UAS-luciferase reporter, 20 h; also: % is scaled to controls: 0 for no effect and ±100 for the full control effect; nearly all actives have a fitted effect of over 60% in size
Target sequence (P51450 whole entry, looked up, the tested form may be a part): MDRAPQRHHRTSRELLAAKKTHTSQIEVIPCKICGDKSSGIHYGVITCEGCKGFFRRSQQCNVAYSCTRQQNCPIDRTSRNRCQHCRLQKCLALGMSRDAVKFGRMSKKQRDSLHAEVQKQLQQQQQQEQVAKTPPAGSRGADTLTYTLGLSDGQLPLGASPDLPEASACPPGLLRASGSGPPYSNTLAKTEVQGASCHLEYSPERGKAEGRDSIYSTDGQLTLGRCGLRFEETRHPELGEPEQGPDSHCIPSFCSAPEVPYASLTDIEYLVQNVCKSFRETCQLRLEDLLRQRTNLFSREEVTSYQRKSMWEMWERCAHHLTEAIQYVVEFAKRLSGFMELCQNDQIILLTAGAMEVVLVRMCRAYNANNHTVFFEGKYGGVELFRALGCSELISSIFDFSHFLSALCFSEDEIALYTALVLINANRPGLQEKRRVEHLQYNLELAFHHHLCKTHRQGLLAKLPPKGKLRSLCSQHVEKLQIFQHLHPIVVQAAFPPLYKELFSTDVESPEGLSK
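Luminescence from a UAS-regulated Photinus luciferase reporter in stably transfected Drosophila Schneider cells is measured; decreased signal marks ROR gamma inhibition. Fusion expression is induced by 700 uM copper sulfate for 20 hr.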
uPA surface inh: qHTS for Inhibitors of Cell Surface uPA Generation. Potency, µM (series often up to 38.3 µM), inactives show at the top dose activity change, negative = inhibition, hits mostly inhibitors. cell surface uPA generation assay, qHTS. AID 540303, 2011. 0.31% of 330,000 active; active = well fitted inhibition curve with a large enough effect; inconclusive = small, poorly fitted or top-dose-only effect; inactive = no such curve, though single readings can be large or run the other way; tested in mouse RAW 264.7 cells; also: % is scaled to controls: 0 for no effect and ±100 for the full control effect; nearly all actives have a fitted effect of over 55% in size
p53 reactivation: qHTS assay for re-activators of p53 using a Luc reporter; 0.063% of 320,000 active; H1299 p53-A138V BP100-luciferase reporter, luminescence, 24 h; Potency, µM (series often up to 92.2 µM), for the others: top-dose activity change, positive = activation, most hits filed as activators; also: % of control where 0% means no effect; nearly all actives have a fitted effect of over 45% in size
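p53-null H1299 cells stably carrying temperature-sensitive p53-A138V and a BP100-luciferase reporter were pinned with compounds (4-point, 1:5 series) and held 24 hrs at 37 deg C. Luminescence was read 10 min after detection reagent.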
MBNL1 CUG block: qHTS Assay for Inhibitors of MBNL1-poly(CUG) RNA binding; Muscleblind-like protein 1 (Homo sapiens), Q9NR56; TR-FRET MBNL1-His/biotin-(CUG)12 binding, 665/545 ratio; Potency, µM (top dose mostly 57.5 µM), for the others: at the highest dose activity change, negative = inhibition, most hits filed as inhibitors; 0.036% of 280,000 active; AID 2675, 2010; active = well fitted inhibition curve with a large enough effect in the signal ratio, with a control signal flat, not every such curve was filed as active; inconclusive = small, poorly fitted or top-dose-only effect, or effect the other way, or a change in a side signal; inactive = no such curve, though single readings can be large or run the other way; the % refers to the signal ratio; also: % is scaled to controls: 0 for no effect and ±100 for the full control effect
Target sequence (Q9NR56 whole entry, looked up): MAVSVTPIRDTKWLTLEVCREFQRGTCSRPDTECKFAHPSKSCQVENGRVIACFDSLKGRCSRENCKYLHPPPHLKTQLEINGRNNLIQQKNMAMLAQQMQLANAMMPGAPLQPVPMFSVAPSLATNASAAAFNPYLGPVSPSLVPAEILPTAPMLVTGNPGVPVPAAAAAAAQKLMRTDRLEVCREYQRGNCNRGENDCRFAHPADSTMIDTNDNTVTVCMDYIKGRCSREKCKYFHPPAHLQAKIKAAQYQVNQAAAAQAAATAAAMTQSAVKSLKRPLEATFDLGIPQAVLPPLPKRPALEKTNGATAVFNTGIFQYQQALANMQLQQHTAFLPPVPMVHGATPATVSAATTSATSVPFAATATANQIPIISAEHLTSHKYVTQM
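MBNL1-His + Biotin-(CUG)12, cpd titration 92 nM–58 uM; Tb anti-His Ab 0.055 ng/ul, SA-XL665 5 nM (final); 60 min RT; ratiometric 665/545 nm, Ex 340 nm; normalized to buffer and full-complex controls.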
CXXC DNA block: qHTS Fluorescence Polarization Assay for Inhibitors of MLL CXXC domain - DNA interaction; MLL-CXXC / FITC-HOXA9 DNA fluorescence polarization; Potency, µM (series often up to 115 µM), without a hit: at the top dose activity change, negative = inhibition, usual class: inhibitors; 0.037% of 290,000 active; AID 2662, 2010; active = well fitted inhibition curve with a large enough effect in the polarisation, with a control signal flat, not every such curve was filed as active; inconclusive = small, poorly fitted or top-dose-only effect, or effect the other way, or a change in a side signal; inactive = no such curve, though single readings can be large or run the other way; the % refers to the polarisation
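Fluorescence polarization: 7 uM MLL-CXXC (stock) preincubated 5 min with compounds, then 50 nM fluorescein-HOX-A9 DNA (stock) added; 30 min ambient. Buffer 50 mM Tris-HCl pH 7.5, 50 mM NaCl, 1 mM DTT, 0.05% BSA.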
Rab9 promoter act: qHTS Assay for Rab9 Promoter Activators; 2.8% of 320,000 active; Huh7 Rab9 promoter-luciferase reporter, luminescence, 24 h; AID 485297, 2010; Potency, µM (top dose mostly 9.22 µM), for inactives: at the top dose activation, negative = inhibition, usual class: activators; also: % of control where 0% means no effect; nearly all actives have a fitted effect of over 60% in size
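Cell-based reporter: Huh7 stable for Rab9 promoter-driven luciferase, plated in reduced-serum medium with 10% FBS at 1500 cells/well, compound-treated 24 h at 37 °C, luminescence read after 10 min reagent.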
FLuc modulator: qHTS profiling assay for firefly luciferase inhibitor/activator using purifed enzyme and Km concentrations of substrates (counterscreen for miR-21 project); AID 588342, 2011; purified FLuc, Km substrates, luminescence inhibition; Luciferin 4-monooxygenase (Photinus pyralis), P08659; Potency, µM (highest dose often 57.5 µM), without a hit: at the highest dose activity change, negative = inhibition, usual class: inhibitors; 6.9% of 360,000 active;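 also: plate controls were vehicle for no effect and reference inhibitor for full effect; nearly all actives have a fitted effect of over 55% in size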
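Biochemical qHTS of compounds, final roughly 60 µM downward over six points, against 10 nM purified firefly luciferase using Km concentrations of substrates (10 uM D-luciferin, 10 uM ATP) in Tris acetate pH 7.5 buffer; luminescence output.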
ELG1 genotoxic: qHTS screen for small molecules that induce genotoxicity in human embryonic kidney (HEK293T) cells expressing luciferase-tagged ELG1. HEK293T ELG1-luciferase reporter, luminescence, 16 h. 1.3% of 330,000 active. Potency, µM (series often up to 46 µM), for inactives: at the top dose activity change, positive = activation, usual class: activators; also: % of control where 0% means no effect; nearly all actives have a fitted effect of over 60% in size
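Cells (2,000/well) expressing the ELG1-luciferase fusion are dosed by pin tool and kept 16 hr at 37 °C, 5% CO2. Signal comes from ONE-Glo luciferase reagent after 30 min at room temperature.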
Active calls of the source: *; ? = inconclusive; . = not tested or not shown; [ ] = another dose, or the depositor's remark. Unless noted, calls follow the shape of the dose curve; as a rule, active = well fitted curve in the direction sought with a large enough effect; inconclusive = small, poorly fitted or top-dose-only effect, or another doubt; inactive = no such curve, though single readings can be large; an effect the other way counts as inactive or inconclusive. Potency is read from the fitted curve at half-maximal effect. This is a subset. The share of hits here may be higher or lower than overall.

canonical_smiles,p53 reactivation,BRCA1 expr up,FLuc modulator,RORgamma inh,MBNL1 CUG block,Rab9 promoter act,CXXC DNA block,uPA surface inh,NPC1 prom act,ELG1 genotoxic,VP16 counter
CCNC(=S)N1CCN(c2nc(-c3ccc(F)cc3)cs2)CC1,.,17%,?,.,12%,1%,-4%,-30%,-1%,0%,.
C=CCNc1oc(-c2cccs2)nc1C#N,5%,1%,?,?,24%,13%,7%,.,3%,?,-3%
CC(C)(O)C(=O)NN(C(=O)c1ccccc1)c1cccc(Br)c1,-20%,-3%,2%,0%,-2%,4%,4%,-2%,1%,1%,-13%
CCC(CC)c1nnc(NC(=O)C2CC(=O)N(c3ccc4c(c3)OCCO4)C2)s1 (stereo not drawn),2%,-29%,3%,?,?,-2%,-16%,14%,-3%,1%,?
COc1ccc(Oc2cccc(Cl)c2CNC(=O)CSCC(=O)O)cc1,2%,0%,-2%,-1%,-23%,-4%,-3%,-1%,-2%,-3%,4%
Cc1[nH]c(C)c(S(=O)(=O)N2c3ccccc3CC2C)c1C(=O)N1CCCCC1 (stereo not drawn),-3%,-11%,1%,4%,0%,-3%,14%,-4%,0%,-1%,-3%
CCn1c(C)c(C(C)=O)c(SC)nc1=S,-1%,-18%,1%,2%,-5%,-6%,10%,3%,-1%,-8%,9%
C/C(=N\NC(=O)c1nnn(-c2nonc2N)c1CSc1ccccc1)c1cccnc1,0%,-35%,-1%,-12%,-8%,0%,8%,-11%,2%,-1%,1%
CC(C)NC(=O)c1ccc2c(=O)n(CC3CCCO3)c(=S)[nH]c2c1 (stereo not drawn),-1%,-22%,-4%,33%,0%,-5%,11%,3%,0%,0%,-6%[10 µM]
Cn1ncc(Br)c1C(=O)Nc1ccc(F)cc1F,1%,-19%,2%,-22%,-12%,1%,1%,0%,-1%,-5%,-5%
Cc1ccc(Sc2c(CO)c(-c3ccccc3)nn2C)cc1,7%,-70%,-8%,9%,5%,-18%,-12%,-12%,-4%,0%,-14%
CCN1CCCC1CNC(=O)c1[nH]c2ccc(OC)cc2c1C (stereo not drawn),-4%,-4%,-4%,-1%,7%,-12%,6%,-20%,-2%,1%,-2%
COc1ccc(/C(C)=N/NC(=O)CCC(=O)Nc2ccc(Cl)cc2Cl)c(OC)c1,-8%,-9%,1%,5%,-1%,22%,-2%,0%,0%,0%,-19%
Cc1ccc(S(=O)(=O)c2ccc(NN)cc2)cc1,-4%,5%,0%,-8%,2%,-2%,11%,2%,-5%,-3%,-2%
O=C(C1CCCC1)N1CCN(S(=O)(=O)c2ccc(F)c(F)c2F)CC1,2%,10%,1%,-11%,-3%,-2%,17%,-1%,-1%,0%,5%
CCN1CCN(C(=O)c2ccc(Cn3c(=O)[nH]c4cc(OC)c(OC)cc4c3=O)cc2)CC1,-5%,-11%,0%,-24%,3%,-1%,18%,-2%,-3%,-1%,-7%
CCCCCC(=O)Nc1cc(N(C)C)nc2ccccc12,-7%,-23%,0%,3%,-5%,6%,5%,2%,5%,-5%,1%
Cc1cc(OCC(=O)N2CCN(c3ccc(F)cc3)CC2)c2c(C)cc(=O)oc2c1,23%,-13%,0%,1%,0%,-3%,2%,11%,-3%,5%,-7%
CC(=O)c1c(COC(=O)c2ccncc2)nc2ccccc2[n+]1[O-],?,-5%,3%,11µM*,?,-5%,-9%,1%,-2%,0%,?
O=[N+]([O-])c1ccc(Oc2ccc(S(=O)(=O)N3CCCCC3)cc2)cc1,2%,-53%,2%,?,.,-9%,-2%,-3%,-5%,5%,?
Cc1ccc(S(=O)(=O)c2c(N)n(NC(=O)c3ccco3)c3nc4ccccc4nc23)cc1,-4%,0%,-4%,1%[10 µM],?,-3%,1%,-1%,6%,0%,1%
CCOC(=O)c1cc(Sc2ccccc2N)cc(C(=O)OCC)n1,-1%,-8%,4%,43%,-20%,-3%,28%,6%,0%,-5%,12%
COc1nc(Nc2ccc(OC)c(Cl)c2)nc(OC)n1,-12%,-13%,-15%,-2%[0.365 µM],-6%,4%,7%,-7%,9%,20%,.
NC(=O)c1ccc(NS(=O)(=O)c2ccc3ccccc3c2)cc1,-5%,-26%,4%,21%,12%,-1%,-6%,-4%,-3%,1%,-15%
CN(CC(=O)Nc1ccc(F)cc1)C(=O)COc1ccc(C(=O)c2ccccc2)cc1,6%,-42%,-1%,43%,0%,-6%,0%,8%,0%,-5%,1%
Cc1ccc(NC(=O)C(OC(=O)c2ccc(C=O)cc2)c2ccccc2)cc1Cl (stereo not drawn),14%,16%,?,-37%,-8%,4%,-5%,1%,-1%,-1%,?
COc1cccc(OC(=O)c2cc3ccccc3oc2=O)c1,8%,-20%,13µM*,16%,.,-3%,5%,5%,2%,11%,3%
Cc1cc(OC(F)F)ccc1NC(=S)NCCc1ccccc1,13%,-37%,2%,7.9µM*,5%,7%,-5%,0%,6%,-8%,10µM*
COc1ccccc1NC(=O)C1CCCN(S(=O)(=O)c2c(C)noc2C)C1 (stereo not drawn),2%,0%,0%,-18%,-8%,6%,-3%,-4%,-1%,-2%,1%
O=C1CCCC2=C1C(c1ccc(Cl)cc1)n1c(s/c(=C\c3ccc4ccncc4c3)c1=O)=N2 (stereo not drawn),-5%,-2%,-6%,3%,-4%,0%,11%,-2%,-4%,-2%,7%
CCCNC(=O)c1ccc2c(=O)c(O)c(-c3ccc(OC)cc3)[nH]c2c1,-2%,-85%,-1%,-27%,?,-30%,17%,?,-22%,13%,-11%
Cc1ccnc(NC(=O)Cc2ccc(-c3ccccc3)cc2)c1,-2%,65%,11µM*,11µM*,15%,-37%[inhibitor],?,?,-4%,2.3µM*,?
O=C(NCCc1ccc(Cl)cc1)C1CCCN1C(=O)NCc1ccccc1 (stereo not drawn),-13%,-8%,-1%,1%,-2%,-1%,-4%,4%,0%,-1%,-7%
Cc1ccc(C(=O)NN2C(=O)/C(=C/c3cccn3C)SC2=S)cc1,-2%,-5%,?,30%,?,5%,-58%,-2%,-3%,5%,?
N=c1sccn1CC(=O)Nc1ccccc1Oc1ccccc1,2%,0%,?,-2%,-15%,-2%,-4%,-1%,4%,0%,-8%
COc1cccc(NS(=O)(=O)c2c(C)cc(C)cc2C)c1,-9%,-28%,1%,?,-1%,5%,-4%,.,8%,-6%,?
O=C1CCc2cc(S(=O)(=O)Nc3ccccc3F)cc3c2N1CCC3,-15%,-4%,2%,.,.,-3%,.,-1%,-3%,0%,.
COc1ccc(NC(=O)CNCCC2=CCCCC2)cc1,17%,22%,0%,45%,2%,-3%,2%,3%,-1%,7%,27%
COC(=O)c1ccc(COc2ccc(/C=N/N3CCN(C)CC3)cc2)cc1,-3%,?,24µM*,-1%,-2%,1.1µM*,3%,-5%,?,?,0%
COc1ccc(/C=C2/C(=N)N3C(=NC2=O)Sc2cc(S(C)(=O)=O)ccc23)cc1OC,10%,-2%,?,-7%,-2%,23%,-21%,-2%,20%,9%,1%
COc1ccc(CCNC(=O)C2CCC(=O)N(CCc3ccc(OC)cc3)C2)cc1 (stereo not drawn),2%,8%,1%,19%,-10%,0%,3%,-6%,-2%,0%[9.26 µM],-5%
Cc1ccc(NC(=S)N(N)CCO)cc1,?,19%,-9%,1%,.,-2%,-3%,5%,10%,-11%,-22%
CCOc1cc(C(C(=O)NCC2CCCO2)N(C(=O)Cn2nnc3ccccc32)c2ccccc2C(C)=O)ccc1O (stereo not drawn),1%,-1%,-1%,-23%,-3%,1%,17%,.,0%,0%,3%
CSc1ccccc1NC(=O)c1ccccc1N(Cc1ccccc1)S(C)(=O)=O,-8%,-25%,1%,27%,3%,-7%,-2%,.,-3%,-1%,-5%
